# ALDH1A1 block = inhibitors of human aldehyde dehydrogenase 1A1; P00352; Purified ALDH1A1, NADH fluorescence, propionaldehyde substrate; Potency, µM (series often up to 75.3 µM), without a hit: top-dose activity, negative = inhibition, actives largely listed as inhibitors; 7.3% of 220,000 active; AID 1030; active = well fitted inhibition curve with a large enough effect, not every such curve was filed as active; inconclusive = small, poorly fitted or top-dose-only effect, or another doubt; inactive = no such curve, though single readings can be large or run the other way;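 also: plate controls were no enzyme wells and a reference inhibitor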
# Target sequence (P00352 whole entry, looked up): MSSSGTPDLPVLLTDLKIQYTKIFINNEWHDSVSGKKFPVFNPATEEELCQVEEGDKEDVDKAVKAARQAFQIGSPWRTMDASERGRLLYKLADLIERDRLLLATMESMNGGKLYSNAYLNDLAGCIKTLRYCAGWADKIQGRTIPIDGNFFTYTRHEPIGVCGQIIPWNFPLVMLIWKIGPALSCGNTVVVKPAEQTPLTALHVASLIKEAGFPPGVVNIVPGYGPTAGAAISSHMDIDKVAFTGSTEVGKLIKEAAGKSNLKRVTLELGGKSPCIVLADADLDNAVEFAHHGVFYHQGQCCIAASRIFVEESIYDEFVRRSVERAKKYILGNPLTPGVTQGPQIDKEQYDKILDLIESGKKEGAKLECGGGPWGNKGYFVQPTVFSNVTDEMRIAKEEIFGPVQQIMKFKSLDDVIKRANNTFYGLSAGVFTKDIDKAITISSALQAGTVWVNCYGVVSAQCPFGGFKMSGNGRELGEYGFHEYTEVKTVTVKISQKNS
# SMN2 splice up = increases expression of the SMN2 splice variant; AID 1458; 2.8% of 210,000 active; Potency, µM (doses to about 46.1 µM), for inactives: at the highest dose activity change, positive = activation, most hits filed as activators; HEK293 SMN2-luciferase splicing reporter, luminescence, 30-36 h; also: % of control where 0% means no effect; nearly all actives have a fitted effect of over 55% in size
#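 qHTS luciferase splicing reporter: luminescence rises when SMN2 exon 7 is included in transfected HEK293 cells. Compound exposure lasted 30-36 h at 37C, with 4.5 mM final sodium butyrate as control, followed by a ONE-Glo read.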
# JMJD2E inh = inhibitors of human JMJD2E histone demethylase; B2RXH2; JMJD2E catalytic domain, FDH-coupled NADH fluorescence (FDH is formaldehyde dehydrogenase); Potency, µM (titrated, usually from 57.1 µM), without a hit: top-dose activity change, negative = inhibition, actives largely listed as inhibitors; 1.6% of 230,000 active; AID 2147; active = well fitted inhibition curve with a large enough effect, not every such curve was filed as active; inconclusive = small, poorly fitted or top-dose-only effect, or another doubt; inactive = no such curve, though single readings can be large or run the other way;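 also: 0% = wells with enzyme and -100% = buffer wells without enzyme; nearly all actives have a fitted effect of over 50% in size; many of its hits are not listed in these tables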
# Target sequence (B2RXH2 1-337 limits assumed): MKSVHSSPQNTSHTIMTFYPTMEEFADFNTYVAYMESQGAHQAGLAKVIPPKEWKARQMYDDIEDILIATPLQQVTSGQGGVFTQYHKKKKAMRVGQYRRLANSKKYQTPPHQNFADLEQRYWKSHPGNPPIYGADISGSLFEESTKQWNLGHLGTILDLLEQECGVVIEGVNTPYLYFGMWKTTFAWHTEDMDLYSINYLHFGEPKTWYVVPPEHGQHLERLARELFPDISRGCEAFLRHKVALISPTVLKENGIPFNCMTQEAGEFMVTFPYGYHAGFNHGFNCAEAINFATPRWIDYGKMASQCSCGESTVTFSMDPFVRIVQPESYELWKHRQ
# Tau FP inhib = tau fibrillization inhibition (FP); K18 P301L tau heparin fibrillization, Alexa594 FP, 6 h; Potency, µM (top dose mostly 57.7 µM), inactives show at the highest dose activity, negative = inhibition, usual class: inhibitors; 0.39% of 280,000 active; AID 1468; also: % is scaled to controls: 0 for no effect and ±100 for the full control effect; nearly all actives have a fitted effect of over 55% in size
# Target sequence (P10636 561-689 P618L limits assumed): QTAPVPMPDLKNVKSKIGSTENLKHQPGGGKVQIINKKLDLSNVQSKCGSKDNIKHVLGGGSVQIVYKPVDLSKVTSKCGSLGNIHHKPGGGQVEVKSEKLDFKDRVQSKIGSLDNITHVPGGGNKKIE
#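 Human K18 P301L fragment (15 uM unlabeled plus 0.24 uM Alexa 594-labeled) in 100 mM sodium acetate pH 7 with compound, aggregation induced by 20 uM heparin for 6 hr at 37 C. ThT (30 uM) added for 1 hr, then Alexa 594 FP read.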
# HTT cytoprotect = Huntington cell model cytoprotection by ATP luminescence | 0.14% of 230,000 active | PC12 HTT-Q103 induced, cytoprotection, ATP luminescence, 40 h | AID 1471 | Potency, µM (titrated, usually from 56.4 µM), for inactives: cytoprotection (ATP increase), hits mostly activators;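 also: % of control where 0% means no effect; nearly all actives have a fitted effect of over 45% in size; toxic huntingtin expression switched on by the ecdysone agonist tebufenozide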
#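 ATP quantification (ATPlite) reports survival of PC12 cells in which tebufenozide, 100 nM final, switches on Htt exon 1 with 103 glutamines linked to GFP; compounds are titrated.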
# Tau ThT inhib = tau fibrillization inhibition (ThT binding). 2.1% of 270,000 active. recombinant tau K18 P301L, heparin-induced fibrillization, ThT fluorescence. AID 1460. Potency, µM (series often up to 57.4 µM), for the others: at the highest dose activity, negative = inhibition, usual class: inhibitors. P10636; also: % is scaled to controls: 0 for no effect and ±100 for the full control effect; nearly all actives have a fitted effect of over 55% in size
#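 Aggregation was driven by heparin (20 uM final) acting on recombinant tau […] bearing P301L in 100 mM sodium acetate pH 7; fibrils were detected with Thioflavin T.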
# HTT aggregate = reduces HttQ103-GFP aggregates in PC12 cells | PC12 HttQ103-GFP aggregates, Acumen cytometry, 40 h | Potency, µM (top dose mostly 46.1 µM), for the others: at the highest dose activity change, negative = inhibition, usual class: inhibitors | 1.1% of 220,000 active | AID 1688; also: % is scaled to controls: 0 for no effect and ±100 for the full control effect; nearly all actives have a fitted effect of over 60% in size
#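 Using laser scanning cytometry, GFP-positive aggregates were counted after lysis of PC12 cells induced with 100 nM tebufenozide to express HTT exon 1 Q103–GFP. Compounds were tested in titration.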
# Tau fluor cs = counter-screen for tau fibril formation inhibitors; 0.93% of 280,000 active; tau K18 P301L Alexa594 fluorescence, heparin fibrillization; Potency, µM (top dose mostly 57.7 µM), for inactives: top-dose activity change, negative = decrease; also: % is scaled to controls: 0 for no effect and ±100 for the full control effect; nearly all actives have a fitted effect of over 55% in size
#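 Human tau K18 P301L (15 uM unlabeled, 0.24 uM Alexa 594-labeled) in 100 mM sodium acetate pH 7 with 20 uM heparin, 6 hr at 37 C. ThT 30 uM added, 1 hr ambient; Alexa 594 FP and total fluorescence read at 555/632 nm.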
# Starred values were filed as active, the others as inactive; ? = inconclusive; . = not tested or not shown; [ ] = another dose, or the depositor's remark. Unless noted, calls follow the shape of the dose curve; as a rule, active = well fitted curve in the direction sought with a large enough effect; inconclusive = small, poorly fitted or top-dose-only effect, or another doubt; inactive = no such curve, though single readings can be large; an effect the other way counts as inactive or inconclusive. Potency is read from the fitted curve at half-maximal effect.
canonical_smiles,ALDH1A1 block,SMN2 splice up,JMJD2E inh,Tau FP inhib,HTT cytoprotect,Tau ThT inhib,HTT aggregate,Tau fluor cs
Fc1ccc(C2=NOC(c3nnc(-c4ccccc4)o3)C2)cc1 (stereo unspecified),.,.,10%,0%,-1%[10 µM],-10%,-22%[9.22 µM],-19%
COc1ccc(CNC(=O)CCOc2ccc(C(C)(C)C)cc2)cc1,?,-11%,-4%,1%,-4%,-13%,-15%,-11%
Cc1ccc(N(CC(=O)N2CCOCC2)S(C)(=O)=O)cc1,-14%,-87%[inhibitor],-1%,1%,.,2%,.,2%
O=C(CN1C(=O)CNC1=O)Nc1ccc(Cl)cc1,.,.,11%,-7%,8%[10 µM],4%,-21%[9.22 µM],0%
O=C(O)c1ccccc1Nc1ccc([N+](=O)[O-])cc1C(=O)O,.,.,-3%,4%,-11%[10 µM],.,-17%[9.22 µM],-2%
CCCCOC(=O)Nc1ccc(S(=O)(=O)Nc2ncccn2)cc1,11%,6%,-2%,6%,0%,2%,12%,10%
COC(=O)c1ccc(C(=O)OC)c(NC(=S)N2CCN(c3cccc(Cl)c3)CC2)c1,-3%,-15%,?,1%,14%[10 µM],-6%,13%,-20%
CC(C)C(=O)NC(c1cccs1)c1cc([N+](=O)[O-])c2cccnc2c1O (stereo unspecified),1%,-73%[inhibitor],-6%,-7%,-49%[inhibitor][10 µM],14µM*,2µM*,-22%
CCC(CCC(=O)Nc1ccc(S(N)(=O)=O)cc1)C(=O)O (stereo unspecified),12%,-11%,2%,-3%,-7%[10 µM],-6%,-11%,1%
Cc1cc(NC(=O)Nc2ccc(F)cc2)no1,?,-20%,1%,8%,-15%,2%,-16%,4%
Cc1ccccc1NC(=O)N(CCc1nc2ccccc2[nH]1)Cc1ccccc1,17%,-14%,71%[activator],3%,0%[1.9 µM],-16%,-18%,-11%
CCN1CCN(C(=O)CCc2nnc(CCCCc3ccccc3)o2)[C@@H](C)C1=O,8.9µM*,.,0%,0%,5%[10 µM],-1%,-1%[9.22 µM],-1%
CC(=O)N(CN1C(=O)c2ccccc2C1=O)c1ccccc1,?,-6%,1%,5%,13%,-3%,8%,3%
O=C(O)CCCNS(=O)(=O)c1ccc2ccccc2c1,3.2µM*,-5%,3%,11%,-19%,-7%,-6%,5%
S=C(c1cn(CCOc2cccc3ccccc23)c2ccccc12)N1CCCC1,28µM*,-29%,3%,3%,.,-18%,?,?
Cc1cc(C(=O)CSc2ccc(F)cc2)cc(C)c1OC(=S)N(C)C,?,-51%[inhibitor],-1%,-13%,-52%[inhibitor],-18%,0%[9.22 µM],?
COc1ccc(CCNC(=O)c2ccc(Cl)cc2Cl)cc1,3%,-17%,4%,2%,-31%,-11%,30%,-16%
COc1ccc(C(=O)N/N=C(\C)Cn2cnc([N+](=O)[O-])n2)cc1,-5%,7%,5%,-5%,.,?,13%,-2%
CCOc1ccccc1N(CC(=O)Nc1ccc2c(c1)OCO2)S(C)(=O)=O,16%,-11%,7%,-3%,-31%,-9%,-8%,-7%
CCC(=O)Nc1nonc1-c1nc2ccccc2n1N(C(=O)CC)C(=O)CC,?,-23%,?,8%,-14%,?,-3%,-2%
Cc1nn(C)c(Oc2ccccc2)c1CCNS(=O)(=O)c1ccccc1,-8%,1%,10%,0%,-3%[10 µM],-6%,-14%,-4%
O=C1CSC(c2ccccc2[N+](=O)[O-])N1CCc1ccccc1 (stereo unspecified),?,4%,4%,4%,-17%,-8%,-27%,-15%
COc1cc(C(N)=O)ccc1OCc1ccccc1,1%,-11%,4%,0%,-29%,-1%,4%,0%
COc1cc(NC(=O)c2cccnc2Sc2ccc(Cl)cc2)cc(OC)c1OC,?,-34%[inhibitor],54%[activator],-5%,4%[10 µM],1%,22%,-22%
CSc1nsc(SCc2ccc(F)cc2)n1,8%,19%,0%,-7%,15%,-11%,-1%,-5%
O=C(O)c1ccc(N/N=C/c2ccc3ncccc3c2)cc1,?,.,-9%,3%,0%[10 µM],?,33%,-28%
C(=N\Nc1nc(-c2ccccc2)cs1)/c1ccco1,-5%,14µM*,?,?,-8%[10 µM],14µM*,11%,14µM*[quencher]
O=C(O)CCCN1C(=O)C2C3CC(C2C1=O)C1C(c2ccccc2)c2sc(=O)n(-c4ccccc4)c2SC31 (stereo unspecified),0%,-7%,0%,5%,-19%,-10%,11%,-6%
O=C(O)c1ccccc1OCCOc1ccccc1,22%,18%,6%,5%,10%[10 µM],-10%,-8%,-10%
CC[C@H](C)C(C(=O)N1CCN(C(=O)OC(C)(C)C)CC1)n1cc(C(CC(C)C)NC(=O)OC(C)(C)C)nn1 (stereo partly specified),1%,.,2%,1%,-9%[10 µM],?,12%[9.22 µM],2%
Cc1ccc(Cn2nnnc2CN2CCC(NC(=O)c3ccccc3F)CC2)cc1,-1%,0%,6%,-7%,-27%,-11%,9%,-9%
C/C=C(/C)C(=O)Nc1cccc(C2=NOC3(C2)C[C@H](C(N)=O)N(C(=O)c2ccc(Cl)cc2)C3)c1 (stereo partly specified),.,.,4%,7%,13%[10 µM],3%,-23%[9.22 µM],3%
O=C1CN(C(=O)c2ccccc2)C(c2ccc(F)cc2)c2cc(Br)ccc2N1 (stereo unspecified),.,-2%,.,-6%,.,-4%,.,-13%
O=C(OCc1c(Cl)cccc1Cl)c1cccnc1,?,9%,?,3%,0%[0.074 µM],-8%,-14%,-3%
O=C(NCCC1=CCCCC1)C(=O)NCc1ccccc1Cl,7%,25%,-5%,-11%,-11%,-8%,14%,-6%
CC(C)(C)OC(=O)N[C@@H](Cc1ccccc1)C(=O)NCC1CCC(C(=O)O)CC1 (stereo partly specified),.,.,2%,5%,28%[10 µM],4%,9%[9.22 µM],1%
COc1ccccc1CC(=O)Nc1ccc(-c2nnc(-c3ccco3)o2)cc1,?,13%,?,-5%,-14%,?,13%,-19%
CCCCOC(=O)c1ccc(NC(=O)Cc2coc3ccc(C(C)C)cc23)cc1,.,6%,.,?,.,?,.,?
S=c1[nH]nc(-c2cccc(Cl)c2)n1/N=C/c1ccc(-c2ccccc2Br)o1,.,.,4%,1%,17%[10 µM],-11%,-8%[9.22 µM],-25%
C=CCOc1ccc(C2/C(=C(\O)c3c(C)[nH]c(C(=O)OC)c3C)C(=O)C(=O)N2CCN(C)C)cc1 (stereo unspecified),?,2%,0%,1%,-5%[10 µM],-7%,-2%,7%
CCN(C(=O)CC(C)C)c1nnc(Cn2nnc3ccccc32)s1,0%,-53%[inhibitor],-1%,3%,0.89µM*,2%,-27%,-3%
Cn1cc(CN2CCC(O)CC2)c(-c2ccc(Oc3ccccc3)cc2)n1,-7%,.,-1%,-5%,15%[10 µM],1%,10%[9.22 µM],10%
Cc1cc(Oc2ccc(=O)n(C)n2)nc(SCc2ccccc2)n1,-4%,6%,-6%,-8%,-20%,-7%,-18%,-17%
CC(=Nc1cccc(O)c1)c1sc2ccccc2c1O,3%,18µM*,1%,?,-21%[10 µM],?,-29%,?
CC(C)C(=O)NC(=S)Nc1ccccc1C(=O)NC1CCCCC1,-5%,-1%,-2%,-5%,.,1%,-3%,7%
O=C(NC(=S)Nc1ccc(N2CCOCC2)c(Cl)c1)C(c1ccccc1)c1ccccc1,11µM*,3%,1%,-5%,-53%[inhibitor],-16%,-14%,?
CCC1(C)NC(=O)N(CC(=O)Nc2sc3c(c2C(=O)OC)CCCCC3)C1=O (stereo unspecified),?,-1%,-2%,12%,1%[10 µM],-10%,14%,-6%
O=C1CC(C(=O)N(c2cccc(F)c2)C(C(=O)NC2CCCC2)c2ccccn2)CS1 (stereo unspecified),10µM*,-1%,1%,-2%,30%,-9%,22%,0%
O=C(NCc1ccccn1)c1cc(-c2ccc(Cl)cc2)nc2ccccc12,-16%,16%,?,6%,.,-12%,?,-19%
COC(=O)CCC(=O)NN1C(=O)c2ccccc2C1=O,14%,.,0%,3%,24%[10 µM],3%,5%[9.22 µM],4%
O=C(NC(=S)N1CCN(Cc2ccccc2)CC1)c1cccnc1,-2%,.,-2%,-3%,1%[10 µM],6%,16%[9.22 µM],8%
N=c1oc2ccccc2cc1-c1nc2ccccc2c(=O)[nH]1,?,3%,?,1%,-22%,?,-8%,-18%
COc1ccc(N2CCN(C(CNC(=O)c3ccco3)c3cccnc3)CC2)cc1 (stereo unspecified),9%,-19%,-2%,0%,-10%,-19%,13%,-12%
O=[N+]([O-])c1cccc(-c2n[nH]c(=S)n2-c2ccccc2)c1,.,.,-11%,-2%,14%[10 µM],.,-12%[9.22 µM],-7%
N[C@H](Cn1ccc(=O)n(Cc2ccccc2C(=O)O)c1=O)C(=O)O,-2%,.,-10%,-3%,?,-7%,.,-12%
CCCCn1c(=O)[nH]c(=O)c2c1nc(-c1ccc3ccccc3c1)n2CC,?,7%,?,-1%,-36%[inhibitor],-3%,-6%,-2%
O=S(=O)(c1ccc(NC(=S)NCc2ccco2)cc1)N1CCCC1,?,?,0%,-5%,-29%[10 µM],5%,-4%,-15%

# Part of the list above, reformatted:
# Every second line gives: ALDH1A1 block, SMN2 splice up, JMJD2E inh, Tau FP inhib, HTT cytoprotect, Tau ThT inhib, HTT aggregate, Tau fluor cs
- O=C(NC(=S)N1CCN(Cc2ccccc2)CC1)c1cccnc1
→ -2%, ., -2%, -3%, 1%[10 µM], 6%, 16%[9.22 µM], 8%
- COC(=O)CCC(=O)NN1C(=O)c2ccccc2C1=O
→ 14%, ., 0%, 3%, 24%[10 µM], 3%, 5%[9.22 µM], 4%
- N=c1oc2ccccc2cc1-c1nc2ccccc2c(=O)[nH]1
→ ?, 3%, ?, 1%, -22%, ?, -8%, -18%

# Assay outcomes from PubChem.

# Only part of the results is shown; the hit share may differ from the screen's.
